# Screening data deposited in PubChem by National Center for Advancing Translational Sciences (NCATS).
# ELG1 genotoxic = inducers of genotoxicity in HEK293T ELG1-luciferase cells; HEK293T ELG1-luciferase reporter, luminescence, 16 h; Potency, µM (top dose mostly 46 µM), inactives show top-dose activity change, positive = activation, actives largely listed as activators; actives 1.3% (n = 330,000); AID 504466; note: potency is the fitted concentration of half-maximal effect; % of control where 0% means no effect; nearly all actives have a fitted effect of over 60% in size
#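 Cells (2,000/well) expressing the ELG1-luciferase fusion are dosed by pin tool and kept 16 hr at 37 °C, 5% CO2. Signal comes from ONE-Glo luciferase reagent after 30 min at room temperature.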
# FLuc modulator = inhibits or activates purified firefly luciferase, miR-21 counter-screen | P08659 | purified FLuc, Km substrates, luminescence inhibition | Potency, µM (highest dose often 57.5 µM), for inactives: top-dose activity change, negative = inhibition, most hits filed as inhibitors | actives 6.9% (n = 360,000);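 note: potency is the fitted concentration of half-maximal effect; plate controls were vehicle for no effect and reference inhibitor for full effect; nearly all actives have a fitted effect of over 55% in size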
#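 Purified P. pyralis luciferase (10nM final) with 10uM D-luciferin and 10uM ATP (Km levels) in 50mM Tris acetate pH 7.5, 10mM Mg acetate, 0.01% Tween-20, 0.05% BSA; qHTS 6-point titration, ~60 µM downward; luminescence read.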
# TRPV1 agonist = human TRPV1 agonism. actives 0.19% (n = 320,000). activation, % at 8.33 µM. TRPV1-expressing cells, Fluo-8 calcium influx, agonist mode; in the data active = activation above about 80%; inconclusive = between about 30% and that limit; note: 0% is about no effect
# Target sequence (Q8NER1 whole entry, looked up): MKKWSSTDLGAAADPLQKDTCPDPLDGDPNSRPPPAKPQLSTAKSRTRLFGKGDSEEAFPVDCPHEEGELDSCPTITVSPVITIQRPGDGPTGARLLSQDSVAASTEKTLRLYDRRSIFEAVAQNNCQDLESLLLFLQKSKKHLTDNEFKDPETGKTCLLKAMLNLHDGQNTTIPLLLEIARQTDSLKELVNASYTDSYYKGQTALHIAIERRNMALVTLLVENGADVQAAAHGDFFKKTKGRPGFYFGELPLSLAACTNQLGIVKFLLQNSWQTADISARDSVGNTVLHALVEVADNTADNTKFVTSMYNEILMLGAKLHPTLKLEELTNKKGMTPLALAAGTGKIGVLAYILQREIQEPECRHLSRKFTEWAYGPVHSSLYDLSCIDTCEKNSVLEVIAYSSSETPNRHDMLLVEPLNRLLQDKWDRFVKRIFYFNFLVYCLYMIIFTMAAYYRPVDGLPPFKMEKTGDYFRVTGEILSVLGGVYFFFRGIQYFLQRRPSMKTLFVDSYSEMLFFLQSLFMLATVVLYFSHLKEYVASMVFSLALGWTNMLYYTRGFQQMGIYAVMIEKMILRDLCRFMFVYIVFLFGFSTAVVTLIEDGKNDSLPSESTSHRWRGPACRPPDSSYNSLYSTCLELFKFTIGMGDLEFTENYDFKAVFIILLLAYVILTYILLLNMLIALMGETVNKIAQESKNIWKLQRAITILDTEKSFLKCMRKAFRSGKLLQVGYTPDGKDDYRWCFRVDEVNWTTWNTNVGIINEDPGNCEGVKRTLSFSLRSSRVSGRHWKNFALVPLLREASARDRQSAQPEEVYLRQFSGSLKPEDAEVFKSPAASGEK
#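 Fluo-8 calcium influx in TRPV1-expressing cells, kinetic read (ex 480/em 520 nm). Compound added and read 3 min for agonist activity, followed by capsaicin at EC20 final and 2 min further read for enhancement.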
# NPC1 promoter act = NPC1 promoter activation | Huh7 NPC1 promoter luciferase reporter, 24 h | Potency, µM (series often up to 9.22 µM), inactives show at the top dose activation, most hits filed as activators | actives 2.4% (n = 320,000) | AID 485313;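 note: potency is the fitted concentration of half-maximal effect; % of control where 0% means no effect; nearly all actives have a fitted effect of over 60% in size; reporter is driven by a mutant NPC1 promoter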
#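 Luciferase expression driven by the NPC1 promoter was measured in stably transfected Huh7 cells after a 24 h compound incubation, using a luciferase reagent and a luminescence read.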
# RORg inh = blocks mouse ROR gamma transcriptional activity; Potency, µM (titrated, usually from 53.6 µM), for the others: at the top dose activity change, negative = inhibition, actives largely listed as inhibitors; actives 5.4% (n = 310,000); P51450; AID 2551; Drosophila S2 Gal4-RORgamma UAS-luciferase reporter, 20 h; note: potency is the fitted concentration of half-maximal effect; % is set by controls: 0 for no effect and ±100 for the full control effect; nearly all actives have a fitted effect of over 60% in size
#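 Schneider cells (Drosophila), stable Gal4 DBD–ROR gamma + UAS-luc; 1 hr cmpd preincubation; Cu2+ induction 700 uM final; 20 hr ambient; luminescence.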
# VP16 counter = counter-screen for ROR gamma inhibitors: Gal4-VP16 reporter. actives 3.5% (n = 310,000). AID 2546. Drosophila S2 Gal4-VP16 UAS-luciferase, luminescence, 20 h. Potency, µM (doses to about 53.6 µM), for inactives: at the highest dose activity, negative = inhibition, most hits filed as inhibitors;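 note: Gal4-VP16 expression switched on by copper sulfate through the metallothionein promoter; potency is the fitted concentration of half-maximal effect; % is set by controls: 0 for no effect and ±100 for the full control effect; nearly all actives have a fitted effect of over 50% in size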
# Tb PFK block = blocks T. brucei phosphofructokinase. O15648. T. brucei PFK, ADP-Glo luminescence. Potency, µM (titrated, usually from 57.5 µM), without a hit: at the highest dose activity, negative = inhibition, usual class: inhibitors. actives 0.17% (n = 330,000);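 note: potency is the fitted concentration of half-maximal effect; 0% = uninhibited 1x PFK enzyme wells and -100% = no-enzyme wells; nearly all actives have a fitted effect of over 60% in size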
#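 1.25 nM PFK with 0.5 mM F6P and 0.1 mM ATP in 0.1 M TEA pH 8.0, 5 mM MgCl2, incubated 45 min at room temperature; ADP measured by ADP-Glo luminescence; compounds titrated up to 57 uM.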
# p53 reactivator = restores transcriptional activity of mutant p53 | H1299 p53-A138V BP100-luciferase reporter, luminescence, 24 h | actives 0.063% (n = 320,000) | AID 504706 | Potency, µM (titrated, usually from 92.2 µM), for the others: at the top dose activity change, positive = activation, usual class: activators; note: potency is the fitted concentration of half-maximal effect; % of control where 0% means no effect; nearly all actives have a fitted effect of over 45% in size
#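 p53-null H1299 cells stably carrying temperature-sensitive p53-A138V and a BP100-luciferase reporter were pinned with compounds (4-point, 1:5 series) and held 24 hrs at 37 deg C. Luminescence was read 10 min after detection reagent.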
# Rab9 prom act = activates the Rab9 promoter; Huh7 Rab9 promoter-luciferase reporter, luminescence, 24 h; Potency, µM (highest dose often 9.22 µM), inactives show at the highest dose activation, negative = inhibition, most hits filed as activators; actives 2.8% (n = 320,000); AID 485297; note: potency is the fitted concentration of half-maximal effect; % of control where 0% means no effect; nearly all actives have a fitted effect of over 60% in size
#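 Luminescence from Amplite-detected luciferase (10 minutes, ambient) reports Rab9 promoter activation. Before that, stable Rab9-luciferase Huh7 cells (1500/well, reduced-serum OP-MEM I plus 10% FBS) were exposed to compound for 24 hours at 37C.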
# ELG1 repair inh = ELG1-dependent DNA repair inhibition; actives 2.3% (n = 330,000); HEK293T ELG1-luciferase reporter, luminescence, 16 h; DNA damage induced by 5-fluorouridine; AID 504467; Potency, µM (highest dose often 46.1 µM), without a hit: top-dose activity change, negative = inhibition, most hits filed as inhibitors; note: potency is the fitted concentration of half-maximal effect; % is set by controls: 0 for no effect and ±100 for the full control effect; nearly all actives have a fitted effect of over 55% in size
#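 Overnight (16 hr) co-exposure of 2,000 cells/well to 5-fluorouridine and compound at 37 °C preceded detection. Luciferase was quantified via ONE-Glo luminescence; loss of signal denotes inhibition.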
# BRCA1 expr up = increases BRCA1 expression. MCF7-BRCA1-FFLuc reporter, luminescence, 48 h; response scale: scaled: vehicle 0%, 10 µM genistein 100%. actives 1.1% (n = 380,000). Potency, µM (series often up to 46.1 µM), inactives show at the top dose activation, hits mostly activators; note: potency is the fitted concentration of half-maximal effect; nearly all actives have a fitted effect of over 80% in size; some results filed as inactive show a strong effect at the top dose
#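 First, MCF7-BRCA1-FFLuc cells (2000/well) attach for 2 h; next, compounds are pin-added and incubated 48 h at 37 °C; finally, luciferase reagent is added and luminescence read after 15 min.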
# * hit, by the source's call; u = inconclusive; x = not tested or not shown; & = joins results of further samples; [ ] = remark or other dose. Unless noted, calls come from the whole dose curve; as a rule, active = well fitted curve in the direction sought with a large enough effect; inconclusive = small, poorly fitted or top-dose-only effect, or another doubt; inactive = no such curve, though single readings can be large; an effect the other way counts as inactive or inconclusive.
# Values run as follows: ELG1 genotoxic	FLuc modulator	TRPV1 agonist	NPC1 promoter act	RORg inh	VP16 counter	Tb PFK block	p53 reactivator	Rab9 prom act	ELG1 repair inh	BRCA1 expr up
1	Cc1noc(C)c1S(=O)(=O)Nc1ccc2c(c1)C(=O)N([C@H](C)CO)C[C@H](C)[C@@H](CN(C)C(=O)NC1CCCCC1)O2
    2%	x	x	x	x	x	0%	-2%	x	3%	5%
2	C=CCOC(=O)C1=C[C@H](c2cn(C(C)=O)c3ccccc23)C[C@H](OCc2ccc(CO)cc2)O1
    -8%	2%	1	4%	34%	-2%	1%	-2%	2%	u	-5%
3	CC(=O)Nc1cccc(NC(=O)CSc2ccc(-c3ccccn3)nn2)c1
    6%	u	-3	0%	-18%	-10%	-2%	u	2%	4%	-82%[inhibitor]
4	O=C(NCCN1CCOCC1)C1CCC(=O)N1Cc1ccc(F)cc1 (stereo not given)
    -1%	-1%	0	0%	-18%	-4%	-3%	-2%	16%	4%	0%
5	CCOc1cc(-c2n[nH]c(=S)n2Cc2ccccc2)ccc1OC(F)F
    1%	5%	-2	11%	x	x	6%	10%	-2%	7%	-28%
6	Cc1ccc(-c2onc(C)c2C)cc1S(=O)(=O)N1CC(C)Oc2ccccc21 (stereo not given)
    -7%	-2%	u	-4%	-13%	-16%	-1%	1%	-3%	u	-52%
7	CCN(CC)C(=O)CSc1nnc(CSc2ncccn2)n1C
    2%	3%	3	1%	-3%	-4%	-8%	-1%	-3%	5%	-12%
8	COc1ccc(Cl)cc1C(=O)Nc1ccc(N(C)C(C)=O)cc1
    u	u	6	u	-6%	19%	-1%	-6%	22%	u	-9%
9	O=C1/C(=C/c2ccc([N+](=O)[O-])cc2)C=C(c2ccccc2)N1c1ccc(O)cc1
    -16%	-9%	-2	-4%	26%	-2%	1%	-8%	-13%	u	-67%
10	O=C1OCC2=C1C(c1ccc(F)cc1)CC(=O)N2c1ccccc1 (stereo not given)
    -7%	0%	-8	0%	35%	-1%	4%	-1%	-3%	1%	x
11	O=C(NCc1ccccn1)C1CCN(S(=O)(=O)N2CCC3(CC2)OCCO3)CC1
    1%	6%	4	-1%	-26%	-1%	-6%	-9%	0%	-13%	-11%
12	Cc1cccc(OCc2nnc(SCC(=O)N(c3ccccc3)C3CCS(=O)(=O)C3)o2)c1 (stereo not given)
    -4%	x	-4	-6%	x	x	0%	13%	-1%	-29%	11%
13	CCN(CC(=O)Nc1ccccc1OC)C(=O)c1ccc(NS(=O)(=O)c2ccc(C(C)=O)cc2)cc1
    -3%	1%	1	-5%	0%	-11%	1%	-5%	-4%	2%	11%
14	COC(=O)c1[nH]c2ccc(C)cc2c1NC(=O)CN1CCN(c2ccccc2)CC1
    -26%	-1%	u	-7%	u	11µM*	1%	1%	-7%	18µM*	-70%
15	CS(=O)(=O)Nc1ccccc1C(=O)Nc1cc(Cl)cc(Cl)c1
    -9%	4%	4	-5%	-25%	u	1%	0%	-6%	u	-85%
16	COCCN1CSC(=S)N(Cc2ccco2)C1
    -7%	-2%	0	-18%	u	-15%	1%	19%	0%	-20%	91%
17	COc1ccc(CC(=O)Nc2ccc(S(=O)(=O)Nc3cc(OC)nc(OC)n3)cc2)cc1
    5%	0%	4	0%	u	-13%	u	15%	-16%	12%	-9%
18	CS(=O)(=O)Nc1ccccc1C(=O)N1CCOCC1
    x	4%	-2	x	-6%	9%	x	x	x	x	-2%
19	COCCNC(=O)C(c1c[nH]c2ccccc12)N(C(=O)c1snc(C(N)=O)c1N)c1cccc(OC)c1 (stereo not given)
    0%	4%	0	1%	15%	-2%	0%	-3%	0%	3%	-37%
20	COc1ccc(CC2(CO)CCN(Cc3ccc4c(c3)CCO4)CC2)cc1
    -1%	3%	7	6%	21%	-12%	2%	0%	2%	3%	-42%
21	Cc1nc(-c2ccccc2)cc(=O)[nH]1
    3%	2%	2	3%	-2%	1%	-3%	11%	-2%	1%	8%
22	CCN1C(=O)C(CC(=O)Nc2ccc(OC)cc2)N(CCCN2CCN(c3ccc(OC)cc3)CC2)C1=S (stereo not given)
    -11%	-8%	2	-1%	3%	-2%	1%	14%	-4%	u	-37%
23	CC(=O)Cc1nsc(NC(=O)c2ccc(-c3cccc(Cl)c3)o2)n1
    -2%	11µM*	-3	2%	1%	-12%	-2%	-2%	0%	-28%	-1%
24	C/C(=N\NC(=O)c1ccco1)c1ccc(-c2ccccc2)cc1
    9.2µM*	2.4µM*	0	3.2µM*	2%	u	6%	u	3.5µM*	u	8.9µM*
25	COCCCNC(=O)C1CCN(S(=O)(=O)N(CC(C)C)CC(C)C)CC1
    0%	7%	27	-2%	10%	-5%	2%	1%	2%	4%	-9%
26	CCNC(=S)NCCN1CCOCC1
    3%	1%	-1	-6%	-1%	1%	-3%	-4%	-1%	-2%	-4%
27	COC(=O)CC[C@@H](C(=O)O)N1C(=O)c2ccccc2C1=O
    0%	0%	1	0%	-6%	-13%	1%	-4%	-2%	-3%	-4%
28	CC(=O)c1ccc(NC(=O)Cn2cnc(S(=O)(=O)N3CCCCC3)c2)cc1
    5%	0%	-4	-1%	-10%	7%	-2%	15%	0%	u	9%
29	CCCCCCCCOC(=O)c1c(CSC(=N)N)n(C)c2cc(Br)c(OC(C)=O)cc12
    u	-2%	0	-5%	u	u	1%	7%	-6%	u	-82%[inhibitor]
30	O=S(=O)(c1ccc(F)cc1)N(CCO)CC(O)Cn1c2ccccc2c2ccccc21 (stereo not given)
    -5%	2%	7	-5%	38%	-3%	-1%	0%	-7%	-16%	-43%

# Values run as follows: ELG1 genotoxic	FLuc modulator	TRPV1 agonist	NPC1 promoter act	RORg inh	VP16 counter	Tb PFK block	p53 reactivator	Rab9 prom act	ELG1 repair inh	BRCA1 expr up
31	COc1ccc(NC(=O)CCS(=O)(=O)c2ccc3c(c2)oc(=O)n3C)cc1OC
    0%	0%&4%	1	-3%	-13%	-4%	2%	-6%	0%	2%	26%
32	COc1ccc(C(=O)CCN2CCN(c3ccccc3OC)CC2)cc1
    -2%	-2%	-7	7%	19%	2.8µM*	-12%	-13%	-6%	7%	-58%
33	COc1ccc(C2=NS(=O)(=O)N(C)C(C(=O)NC(C)c3ccccc3)=C2)cc1OC (stereo not given)
    1%	-14%&-15%	4	1%	14%	-8%	1%	13%	0%	u	-17%
34	CC1CCN(CCC(=O)Nc2nccs2)CC1
    1%	-3%	1	2%	-1%	2%	1%	12%	16%	8%	-10%
35	COCc1nc2sc3c(c2c(=O)[nH]1)CCCC3
    9%	u	2	-2%	21%	7%	-8%	17%	-3%	u	23%
36	CCc1sc(NS(C)(=O)=O)nc1-c1ccccc1
    0%	5%	-3	-2%	-19%	0%	-3%	-3%	4%	-2%	1%
37	Cc1cc(C)cc(NS(=O)(=O)c2cc(Br)cnc2N)c1
    1%	4%	-1	-1%	-30%	-14%	-11%	5%	-1%	9%	-3%
38	Cc1nnsc1C(=O)NCc1c(F)cccc1Cl
    -2%	-1%	-1	5%	-10%	-4%	1%	-6%	6%	-8%	-15%
39	CC(C)C(=O)Nc1nc(-c2ccc(S(=O)(=O)N3CCOCC3)cc2)cs1
    -7%	1%	0	-4%	-12%	6%	0%	-12%	-3%	10%	-31%
40	O=C(COC(=O)/C=C/c1ccc(OC(F)F)cc1)NC(=O)NC1CCCCC1
    5%	x	x	x	x	x	-1%	1%	x	7%	3%
41	CCN(Cc1cnn(C)c1)Cc1nc(C(c2ccccc2)c2ccccc2)no1
    -2%	-3%	27	-1%	-5%	-11%	-5%	-2%	5%	12%	-14%
42	O=C(CN1C(=O)NC(Cc2c[nH]c3ccccc23)C1=O)Nc1ccc(F)cc1F (stereo not given)
    1%	x	x	x	x	x	0%	-10%	x	-3%	22%
43	COc1ccc(NC(=O)CCN2CCN(c3ccc(F)cc3)CC2)cc1
    1%	1%	11	1%	14%	0%	-5%	-4%	-14%	-4%	4%
44	O=C(NCCc1ccccc1)c1nc2ncccn2n1
    0%	-1%	-2	7%	5%	13%	1%	3%	12%	u	5%
45	C[C@H]1CN([C@@H](C)CO)C(=O)c2cc(NC(=O)c3ccncc3)ccc2O[C@H]1CN(C)Cc1ccc(C(=O)O)cc1
    3%	x	x	x	x	x	7%	2%	x	12%	16%
46	Cc1nn(CC(=O)Nc2cccnc2)c(=O)c2ccccc12
    0%	4%	1	-1%	21%	0%	4%	0%	0%	-5%	-6%
47	O=C(Nc1ccc(N2CCN(C(=O)c3ccccc3)CC2)cc1)c1cccnc1
    -9%	4%	0	3%	31%	-5%	1%	28%	-2%	u	2%
